TLR9-MyD88 inh: TLR9-MyD88 interaction inhibition. Q9NR96+Q99836. CHO BLA complementation TLR9-MyD88, CCF4 FRET ratio. inhibition, % at 4.98 µM. 0.21% of 340,000 active;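 active = inhibition above the mean over all tested compounds plus 3 SD, cut at about 21% in these data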;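 also: 0% = DMSO only wells and 100% = clavulanate BLA inhibitor control wells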
ABHD5-PLIN5 inh: inhibitors of human ABHD5-perilipin-5 interaction; Split G. princeps luciferase complementation, luminescence, 4 h; inhibition, % at 4 µM; 0.78% of 360,000 active;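 active = inhibition above the mean inhibition across every tested compound plus 3 SD, cut at about 22% in these data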;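 also: 0% = DMSO only wells and the 100% control is not disclosed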
Target sequence (Q00G26 whole entry, looked up): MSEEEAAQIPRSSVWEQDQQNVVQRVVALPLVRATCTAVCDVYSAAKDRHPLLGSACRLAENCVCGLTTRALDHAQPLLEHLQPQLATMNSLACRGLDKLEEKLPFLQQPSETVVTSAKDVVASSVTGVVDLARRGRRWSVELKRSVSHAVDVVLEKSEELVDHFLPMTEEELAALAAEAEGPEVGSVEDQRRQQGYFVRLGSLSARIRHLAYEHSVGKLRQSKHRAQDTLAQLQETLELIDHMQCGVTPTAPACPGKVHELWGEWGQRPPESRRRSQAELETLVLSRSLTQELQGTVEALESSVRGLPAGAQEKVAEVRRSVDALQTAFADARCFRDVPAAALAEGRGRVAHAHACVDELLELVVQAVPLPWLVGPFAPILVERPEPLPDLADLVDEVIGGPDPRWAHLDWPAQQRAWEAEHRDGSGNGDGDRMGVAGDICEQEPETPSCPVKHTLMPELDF
Target sequence (Q8WTS1 whole entry, looked up): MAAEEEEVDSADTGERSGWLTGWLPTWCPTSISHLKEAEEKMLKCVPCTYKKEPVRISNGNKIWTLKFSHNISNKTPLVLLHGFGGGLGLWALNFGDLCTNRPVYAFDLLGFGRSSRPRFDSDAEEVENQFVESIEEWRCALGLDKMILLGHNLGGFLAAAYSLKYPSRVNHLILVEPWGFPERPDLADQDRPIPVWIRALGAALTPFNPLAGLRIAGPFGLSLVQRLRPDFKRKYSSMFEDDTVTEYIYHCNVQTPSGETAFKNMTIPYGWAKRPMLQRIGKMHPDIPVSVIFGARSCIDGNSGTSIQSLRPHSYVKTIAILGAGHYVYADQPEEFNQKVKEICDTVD
N-glyco inh: N-linked glycosylation inhibition | D54 ERlucT glycosylation luciferase reporter, 24 h; percent of 100 nM tunicamycin response | reporter increase, % at 12.5 µM | 0.23% of 360,000 active | AID 588692;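 active = mean luciferase reporter signal, scaled so untreated is 0 and the glycosylation-blocking control 100, at or above a set limit in every replicate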;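 also: luciferase carries N-glycosylation sites so blocking glycosylation raises the light; 0% = median of neutral control wells and 100% = median of 100 nM tunicamycin wells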
MC4R barr agon: agonists of human melanocortin 4 receptor (MC4R) beta-arrestin. activation, % at 8.9 µM. U2OS MC4R beta-arrestin complementation, luminescence; percent of melanotan II response, DMSO zero. AID 540308. 0.98% of 360,000 active;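 active = activation above a per-plate cutoff, the mean activation of sample wells on that plate plus 3 SD, cut at about 8% in these data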
NOD2 RIPK2 PPI: inhibitors of human NOD2-RIPK2 interaction; inhibition, % at 4.98 µM; CHO BLA complementation NOD2-RIPK2, CCF4 ratio; O43353; 0.38% of 360,000 active; in the data active = inhibition above about 21%;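 also: 0% = vehicle only and 100% = reference blocker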
Exocytosis inh: blocks lytic granule exocytosis; 0.66% of 360,000 active; TALL-104 LAMP-1 surface exposure, flow cytometry; cells stimulated with thapsigargin and PMA; inhibition, % at 10 µM;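 active = inhibition above about 55%, limit read from the data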
Vif inh: HIV Vif inhibition; 0.35% of 340,000 active; HEK293T cells, Vif self-association by quenched fluorescence, imaging, 24 h; inhibition, % at 7.49 µM; AID 602346; in the data active = inhibition above about 50%, passing the limit was not always enough; also: some results filed as inactive read as strong as hits
ABCB6 inh 2: blocks the human ABCB6 transporter. Q9NP58. K562-ABCB6 porphyrin accumulation, flow cytometry, 1 h; stronger effect = lower value. fluorescence ratio to DMSO, % at 10 µM. 0.19% of 360,000 active. AID 602162;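 active = fluorescence ratio to DMSO below 75%, the collection mean minus 3 SD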;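 also: signal is porphyrin accumulated inside mitochondria; 100% equals median channel fluorescence of DMSO control wells; lower ratio means ABCB6 inhibition with less porphyrin fluorescence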
aDG glyco up: alpha-DG glycosylation activation | Pro5-aDG cells, alpha-DG glycosylation AlphaScreen (IIH6); 0% Pro5, 100% B10-LARGE cell signal | activation, % at 10 µM | 0.22% of 360,000 active | AID 624168;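 active = activation of at least 8% versus controls, or a plate z-score of at least 8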;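 also: Pro5 are CHO cells carrying HIG-tagged alpha-DG that lacks glycosylation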
MC4R antagonist: human MC4R antagonism in cAMP assay. AID 540295. P32245. inhibition, % at 6.5 µM. MC4R-expressing cells, MTII-stimulated cAMP, LANCE TR-FRET. 0.48% of 360,000 active;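 active = inhibition above its plate's cutoff, the mean of tested wells on that plate plus 3 SD, cut at about 29% in these data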;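 also: 0% = Melanotan II alone and 100% = Melanotan II plus saturating MCL0020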
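Material: human MC4R-expressing U2OS cells. Probe or stimulus: Melanotan II challenge. Dosing: 6.5 µM single dose. Times: 30-min compound, 1-h challenge, 1-h detection, room temperature. Technique: TR-FRET with Eu-cAMP and labeled anti-cAMP, 671 nm. Replication: singlicate.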
* = called active by the depositor; / = not tested or not shown.

canonical_smiles,Exocytosis inh,TLR9-MyD88 inh,ABCB6 inh 2,aDG glyco up,MC4R barr agon,ABHD5-PLIN5 inh,NOD2 RIPK2 PPI,N-glyco inh,Vif inh,MC4R antagonist
COc1ccc(S(=O)(=O)Nc2cccc3c2O[C@H](CN(C)S(=O)(=O)c2cccs2)[C@@H](C)CN([C@H](C)CO)C3=O)cc1,-4,-2,98,-0.1,-0.7,-1,3,2,-1,8
COCCNC(=O)c1cc2c(c(-c3cccc(-c4cc5ccccc5o4)c3)n1)[C@H](CCO)N(S(=O)C(C)(C)C)C2 (stereo not given in full),25,/,100,-0.1,/,11,14,1,/,/
Cc1ccc(NC(=O)c2ccccc2N(C)S(=O)(=O)c2ccccc2)c(C)c1,-5,2,95,0.0,0.1,-1,-5,-2,-8,2
CC(C)[C@H](NC(=O)C1CCC(CNC(=O)[C@@H]2CCCN2C(=O)OC(C)(C)C)CC1)C(=O)O (stereo not given in full),-4,0,95,0.1,0.8,1,-3,3,8,-7
CC(=O)Nc1c(I)c(C(=O)N[C@H]2C(O)O[C@H](CO)[C@@H](O)[C@@H]2O)c(I)c(N(C)C(C)=O)c1I (stereo not given in full),-2,-4,79,0.0,0.1,4,-10,1,-9,6
CC1=NNC(=O)C1Cc1c(Cl)cccc1Cl (stereo not given),9,-4,97,0.1,0.0,6,-3,-1,4,3
C(=C\n1nnc2ccccc21)/c1ccc[nH]1,-3,-7,125,0.1,-1.4,11,9,2,3,8
CCN(C(=O)Cn1c(=O)oc2cc(S(=O)(=O)N3CCOCC3)ccc21)c1ccccc1,0,-4,100,-0.1,-1.1,-2,1,-1,8,16
NS(=O)(=O)c1ccc(NC(=O)CCC(=O)O)cc1,-3,/,97,-0.1,-2.2,-2,-21,1,-8,4
Cc1ccc(-c2csc(N(CCCN3CCOCC3)C(=O)c3ccco3)n2)cc1,0,5,102,0.0,1.3,6,-5,-7,-3,10
COc1ccc(C2=NOC(Cn3nc(C(=O)NCc4ccc(C)cc4)cc3-c3ccccc3)C2)cc1 (stereo not given),-5,-3,93,0.3,-2.0,1,-6,-6,-10,17
CCOc1ccc(NC(=O)CN(C)C(=O)c2c(C)noc2C)cc1OCC,-2,2,99,-0.1,-1.1,-2,0,2,-12,13
CCOC(=O)CNc1nc(Cl)nc(Nc2ccc(C)cc2)n1,-2,-5,100,0.1,7.0,-15,2,2,4,3
Cc1ccc(NC(=O)CSc2cccc[n+]2[O-])c([N+](=O)[O-])c1,-3,-9,98,-0.1,0.1,0,-6,4,6,19
CCn1c(SCC(=O)NCc2ccco2)nnc1-c1c[nH]c2ccccc12,-3,6,104,-0.3,-1.5,4,-2,-2,-5,2
COc1ccccc1/C=C/C(=O)OCc1nc2ccccc2c(=O)[nH]1,-2,-1,101,0.4,-1.5,-5,-2,1,-8,2
COC(=O)c1ccc(CSc2nnc(C)n2N)o1,5,-8,100,-0.1,-0.5,-6,-2,6,5,9
COc1ccc(CCN2CC34C=CC(O3)C(C(=O)NCc3ccccc3Cl)C4C2=O)cc1OC (stereo not given),2,8,93,-0.1,2.6,9,2,0,6,6
Cc1ccc(C(=O)NC(CCc2ccccc2)C(=O)O)cc1 (stereo not given),-1,-6,104,0.0,0.3,5,-12,1,118*,-4
Cc1cc(NC(=O)c2ccc(Cl)cc2)no1,0,-1,99,-0.1,-0.3,0,-6,-2,13,-3
Cc1csc2ncc(C(=O)N(Cc3ccccc3)c3ccccn3)c(=O)n12,3,-7,99,-0.2,1.0,3,-11,-1,-8,1
CN(C)CCNC(=O)c1ccc(-c2cnn(C)c2)c2ccoc12,1,/,97,-0.1,-1.3,8,0,0,7,-4
Cc1ccc(S(=O)(=O)/N=C/c2ccco2)cc1,2,3,95,0.1,1.4,92*,3,2,2,11
COC(=O)CSc1nc2c(c(-c3ccco3)c1C#N)CCCC2,-1,9,94,0.4,-2.6,-1,-7,1,-3,9
CCc1nnc(NC(=O)Cn2nnc(-c3ccccc3F)n2)s1,3,7,89,2.4,0.8,9,14,4,16,8
COc1ccccc1-c1cccc([C@@H]2C[C@H]3[C@H](CON3C)CN2Cc2ccccc2)c1,1,-16,99,-0.1,-1.6,0,-4,-4,3,6
COCc1c(C(N)=O)nnn1-c1nonc1N,-1,-1,100,0.4,-2.4,-6,-5,1,2,5
CCS(=O)(=O)c1nc(S(=O)(=O)c2ccc(C)cc2)c(NCc2ccccn2)s1,16,3,98,-0.2,-1.5,-3,-13,0,-9,5
N=C1C(c2ccccc2)=C(O)CN1NC(=O)c1ccccc1,-12,3,399,-0.1,-0.8,3,5,0,9,2
CCCN(CC(=O)Nc1c(C)cccc1CC)C(=O)SCC,-5,-9,99,0.1,-0.3,5,-11,-2,6,1
COc1ccc(-c2noc(CCC(=O)Nc3cc(OC)ccc3OC)n2)cc1,12,-1,191,0.6,0.2,-5,4,3,/,-2
CN1C(=O)c2ccc(C(=O)Nc3ccc(Br)cn3)cc2C1=O,-2,1,98,-0.1,-2.3,0,-1,3,14,7
CCC(=O)Nc1cc(C(=O)O)ccc1Sc1ccc(C)cc1,-2,13,102,-0.2,0.7,2,0,0,0,13
Cc1ccc(S(=O)(=O)C(c2ccccc2)c2c(C)noc2C)cc1 (stereo not given),-1,-3,104,-0.2,2.3,3,-10,0,0,22
Cc1ccc(/C=C2\SC(=S)N(CCCC(=O)N3CCOCC3)C2=O)cc1,1,3,93,1.2,-3.4,-1,-4,0,12,2
COc1cc(C(=O)NNC(=O)CNC(=O)C2CCCCC2)ccc1OC(C)C,-1,5,96,0.3,-1.3,4,-4,1,3,4
COc1ccccc1NC(=O)CN1CCN(c2ccc(Cl)cc2)CC1,-1,-7,92,0.3,1.5,0,-4,1,18,-2
Cc1cc(C(=O)Nc2ccc(S(=O)(=O)Nc3onc(C)c3C)cc2)cs1,0,-3,98,-0.1,1.0,6,2,1,3,3
CCOc1cccc(CN2CCC(Oc3ccc(C(=O)NCc4ccccn4)cc3)CC2)c1,-9,-3,100,0.1,0.3,-7,0,-3,-10,5
Cc1ccc2cc(C#N)c(SCC(=O)N3CCCc4ccccc43)nc2c1,-3,-4,95,1.8,-0.2,2,-5,-1,-2,10
CC1CC(C)CN(C(=O)CSc2nc3ccsc3c(=O)n2Cc2ccccn2)C1 (stereo not given),-1,-5,98,0.4,-3.4,-5,-11,0,-9,6
O=C(NC(=S)N1CCCCC1)c1cccnc1,-1,-7,98,-0.2,0.4,-3,5,3,3,1
Cc1ccc(N(C(=O)CNC(=O)c2ccco2)C(C(=O)NC2CCCC2)c2cccnc2)cc1 (stereo not given),-7,1,90,0.2,0.8,-1,-10,3,9,-1
CCc1cc(C(=O)N2CCN(S(=O)(=O)c3cc(C)ccc3C)CC2)sc1C,-3,-10,93,0.1,-0.5,-7,4,-3,-1,-7
CC(C)(Cc1ccc(O)cc1)NC(=O)SCc1ccccc1,-16,-8,102,0.3,0.9,-8,-5,0,2,9
Cn1c(NN)nc2sc3c(c2c1=O)CC(C)(C)OC3,-3,3,95,-0.2,-0.5,2,3,1,13,-3
O=C(CSc1nnc(-c2ccc(F)cc2)c2ccccc12)Nc1cccc(Cl)c1,-2,-3,101,0.7,-0.1,5,6,-6,-5,1
O=c1cc(/C=C/c2c(F)cccc2Cl)[nH]c2ccccc12,-2,3,88,0.3,1.4,1,-1,-2,-1,-6
Cc1ccccc1OCC(=O)OCC(=O)Nc1ccc2c(c1)OCCO2,0,6,103,-0.1,0.0,-5,3,1,-1,1
c1ccc(-c2nc3ccccn3c2-c2ccccc2)cc1,0,11,97,0.3,1.7,0,4,-1,-7,-8
O=C(Nc1nnc(C2CC2)s1)C1CC(=O)N(c2ccc3c(c2)OCCO3)C1 (stereo not given),2,-6,98,-0.1,-0.3,-1,1,-1,4,26
COC(=O)c1ccc(NC(=O)[C@H](C)NC(N)=O)cc1,10,-4,94,0.2,-1.5,2,-15,3,6,10
Cc1ccc(-c2csc(=Nc3cccnc3)n2CCCn2ccnc2)cc1C,3,0,90,0.4,-1.2,4,-4,-14,-12,5
CC1CCCN(S(=O)(=O)c2ccc3c(c2)CCN3C(=O)C2CCC2)C1 (stereo not given),3,-2,97,0.2,-0.2,1,0,1,0,-1
CCOC(=O)CCP(=O)(O)C(C)(O)c1ccccc1 (stereo not given),-6,5,98,0.0,-1.1,1,5,1,-3,2
Cc1ccc(NC(=O)/C(C#N)=C/c2ccc(Sc3nc(C)cc(C)n3)o2)cc1,4,-3,97,0.2,23*,-1,-9,1,13,18
COc1ccc(NC(=O)C2CCCN(S(=O)(=O)c3cccnc3)C2)c(OC)c1 (stereo not given),-3,6,99,0.2,-1.8,1,-5,1,-1,2
Cc1nc(CN2CCN(C(=O)c3ccc(C(C)(C)C)cc3)CC2)cs1,2,-1,98,0.3,0.6,1,-16,0,-16,-3
Cc1ccc(NC(=O)COC(=O)CCc2ccc(S(=O)(=O)N3CCOCC3)cc2)cc1C,-5,-44,95,-0.1,-0.5,4,-9,-1,17,11
CCn1c(SCC(=O)N2c3ccccc3CCc3ccccc32)nc2c1c(=O)n(C)c(=O)n2C,0,1,102,-0.2,-0.7,-4,-1,-4,/,5

Following part
canonical_smiles,Exocytosis inh,TLR9-MyD88 inh,ABCB6 inh 2,aDG glyco up,MC4R barr agon,ABHD5-PLIN5 inh,NOD2 RIPK2 PPI,N-glyco inh,Vif inh,MC4R antagonist
O=C(CN1CCC(O)(c2cccc(F)c2)CC1)NCCc1c[nH]c2ccccc12,10,-11,95,0.1,-1.1,10,-10,21,0,15
CCCN(CCC)CCNC(=O)c1cc2c(-c3ccccc3F)nn(C)c2s1,17,0,108,0.1,-0.7,-3,3,-4,12,-5
CC(C)Oc1ccc(CNC(=O)Cn2c(=O)c3cccn3c3cccnc32)cc1,-5,-12,100,0.2,-1.9,-2,-4,-1,3,8
COc1ccc(-n2c(=S)[nH]c3cc(C(=O)Nc4ccc(C)c(F)c4)ccc3c2=O)c(OC)c1,6,-12,99,0.5,-1.9,-5,-10,18,-8,11
CCc1ccnc(NC(=O)Nc2ccc(OCc3ccccc3)cc2)c1,-5,7,94,0.0,1.6,-2,-1,0,-4,20
COCCCNc1nnc(Cc2ccccc2)c2ccccc12,-4,-7,99,-0.3,-3.9,-5,-4,-3,31,9
CN1CCC(N(C)C(=O)c2ccc(Cl)c(S(=O)(=O)N3CCOCC3)c2)CC1,-9,-1,99,0.1,-4.9,3,7,1,-2,8
O=C(/C=C/c1ccc(Cl)cc1)NC(=S)Nc1ccccc1C(=O)O,-2,9,96,-0.3,0.3,7,-13,2,23,5
CCc1ccccc1NC(=O)C1C2C=CC(O2)C1C(=O)O (stereo not given),-10,-3,102,0.0,-1.2,5,-8,-1,18,7

Only part of the results is shown (hit frequency here may not be typical).
